Screening results (PubChem)
KLK7 zymogen act: activators of human kallikrein-7 zymogen; purified proKLK7, EDANS-DABCYL substrate fluorescence; 100% is mature enzyme control, 0% vehicle; hit rate 0.9% among 370,000; activation, % at 7 µM; AID 652039;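 active = activation above the mean of all tested compounds plus 3 SD, computed per campaign excluding outliers beyond control limits, cut at about 13% in these data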
Target sequence (P49862 whole entry, looked up): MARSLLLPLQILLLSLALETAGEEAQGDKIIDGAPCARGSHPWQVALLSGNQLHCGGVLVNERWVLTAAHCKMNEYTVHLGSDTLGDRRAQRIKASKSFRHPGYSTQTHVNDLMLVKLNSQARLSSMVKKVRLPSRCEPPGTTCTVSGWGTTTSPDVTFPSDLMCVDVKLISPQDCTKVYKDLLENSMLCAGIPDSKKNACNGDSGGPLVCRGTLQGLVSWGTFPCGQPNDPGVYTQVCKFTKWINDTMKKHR
GAA850 FXN act: increases GAA850 frataxin promoter reporter activity | activation, % at 6 µM | AID 540364 | HEK293 lucGAA850 FXN promoter luciferase reporter, 24 h; percent of 10 µM SAHA response | hit rate 0.56% among 360,000;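 active = activation above the average of all compounds screened plus 3 SD, cutoff fixed separately per campaign, cut at about 7.5% in these data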;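 also: 0% = DMSO wells and 100% = 10 µM SAHA wells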
hgDAF12 agonist: hgDAF-12 agonism, primary luciferase screen; HEK293 GAL4-hgDAF12 UAS-luciferase reporter, agonist luminescence; normalized to butyrate control; hit rate 1.8% among 370,000; activation, % at 6.8 µM;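 active = activation above a cutoff set at the mean of all screened compounds plus 3 SD, cut at about 10% in these data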;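 also: 0% = DMSO wells and 100% = sodium butyrate wells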
hcDAF12 agonist: activates DAF-12 receptor from parasite H. contortus; HEK293 hcDAF-12 lit1-tk-luc reporter, luminescence; 0% DMSO, 100% Δ7-dafachronic acid; activation, % at 6.8 µM; hit rate 1.4% among 370,000;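 active = activation above the mean of all tested compounds plus 3 SD, cut at about 5.5% in these data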;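 also: 100% = response to 3 µM Δ7-dafachronic acid high control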
DAX1 inh-1: blocks DAX1 repression of SF-1 activated StAR promoter; HEK293T StAR-luciferase reporter, SF-1/DAX-1 repression relief; inhibition, % at 6.8 µM; hit rate 1.1% among 370,000; AID 652010;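 active = inhibition above the mean over all tested compounds plus 3 SD, cut at about 3.6% in these data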;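 also: 0% = DAX-1 cells with DMSO and 100% = cells lacking DAX-1 with DMSO; higher inhibition means more luminescence from relief of DAX-1 repression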
DAX1 inh-2: inhibitors of human orphan nuclear receptor DAX1 (NR0B1); AID 504766; inhibition, % at 6.75 µM; HEK293 Gal4-DAX1 luciferase reporter, luminescence; hit rate 0.99% among 340,000;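 active = inhibition above the mean over all tested compounds plus 3 SD, cut at about 4.2% in these data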;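 also: 0% = DAX1-transfected cells with DMSO and 100% = empty-vector control cells with DMSO; inhibition shows as a rise in luminescence from relieved DAX1 repression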
Target sequence (P51843 207-470 limits assumed): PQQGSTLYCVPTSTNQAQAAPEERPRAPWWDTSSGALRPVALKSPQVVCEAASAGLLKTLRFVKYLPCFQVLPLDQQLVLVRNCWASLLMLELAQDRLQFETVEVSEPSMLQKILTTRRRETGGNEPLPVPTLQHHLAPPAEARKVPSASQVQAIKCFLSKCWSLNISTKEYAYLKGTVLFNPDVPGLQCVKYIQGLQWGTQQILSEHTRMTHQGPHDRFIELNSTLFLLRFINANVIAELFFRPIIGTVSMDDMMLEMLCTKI
ssDAF12 agonist: S. stercoralis DAF-12 activation, primary screen; activation, % at 6.8 µM; HEK293 ssDAF-12/GRIP1 lit1-tk-luc reporter, luminescence; % of 3 µM dafachronic acid response; hit rate 1% among 370,000;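 active = activation above the mean over all tested compounds plus 3 SD, cut at about 0.9% in these data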;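 also: 0% = DMSO-only wells and 100% = 3 µM delta7-dafachronic acid wells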
sPLA2-III inh: Blocks human group III sPLA2 activity. inhibition, % at 12.2 µM. Q9NZ20. hit rate 0.56% among 370,000. QFRET BODIPY PC-A2 liposome hydrolysis, fluorescence;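 active = inhibition above mean plus 3 SD of compounds lying within the high and low control bounds, cut at about 19% in these data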;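 also: 0% = median of test compound wells and 100% = no enzyme DMSO wells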
Target sequence (Q9NZ20 whole entry, looked up): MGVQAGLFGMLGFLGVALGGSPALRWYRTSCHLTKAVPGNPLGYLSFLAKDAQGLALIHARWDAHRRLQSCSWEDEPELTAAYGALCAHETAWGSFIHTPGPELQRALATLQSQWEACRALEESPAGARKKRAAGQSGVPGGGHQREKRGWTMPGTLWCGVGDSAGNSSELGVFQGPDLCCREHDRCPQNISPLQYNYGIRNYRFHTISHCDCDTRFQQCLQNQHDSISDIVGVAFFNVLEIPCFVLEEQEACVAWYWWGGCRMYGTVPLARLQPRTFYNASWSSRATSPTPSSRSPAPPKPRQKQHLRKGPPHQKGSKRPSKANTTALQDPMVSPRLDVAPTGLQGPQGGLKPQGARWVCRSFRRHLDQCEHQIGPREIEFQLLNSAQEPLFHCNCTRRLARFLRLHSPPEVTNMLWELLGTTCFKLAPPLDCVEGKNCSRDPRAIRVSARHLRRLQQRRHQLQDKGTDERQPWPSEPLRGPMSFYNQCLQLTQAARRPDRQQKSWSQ
SMARCA2 activ: activators of SMARCA2 function; hit rate 1% among 370,000; MG213 cells, MMTV-luciferase reporter, dexamethasone, overnight; activation, % at 9.1 µM; in the data active = activation above about 7.8%;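 also: 0% = vehicle wells and 100% = reference activator wells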
NPR1 activator: GC-A (human) enzyme activation; activation, % at 10 µM; P16066; HEK293 GC-A cells, cGMP TR-FRET, EC30 ANP; 0% at EC30 ANP, 100% saturating ANP; hit rate 0.14% among 370,000; in the data active = activation above about 40%
GC-B act: GC-B (human) receptor activation. HEK293-GC-B cells, CNP EC30, cGMP TR-FRET; 0% at EC30 CNP, 100% saturating CNP. P20594. AID 1920062. hit rate 0.11% among 370,000. activation, % at 10 µM;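 active = activation at 10 µM reaching about 35% in either raw or pattern-adjusted values, limit read from the data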
* marks the source's active call; other numbers are inactive results; / = no result given.

SMILES	KLK7 zymogen act	GAA850 FXN act	hgDAF12 agonist	hcDAF12 agonist	DAX1 inh-1	DAX1 inh-2	ssDAF12 agonist	sPLA2-III inh	SMARCA2 activ	NPR1 activator	GC-B act
Cc1cc(C)cc(NS(=O)(=O)c2ccc3c(c2)C(C)(C)C(=O)N3C)c1	0.1	-3.8	0.4	-0.8	0.1	0.3	-1.9	9	6	-3	-2
Cc1ccc(-n2c(C)cc(/C=N/Nc3ccc([N+](=O)[O-])cn3)c2C)c(C)c1	0.2	3.9	1.9	0.3	0.2	0.7	-1.0	4	-5	-1	-1
CCOc1ccc(/C=C2/Sc3ccc(C(=O)N4CCOCC4)cc3N(C)C2=O)cc1OC	-0.4	0.7	-1.8	-4.0	-1.2	0.4	-1.1	-13	3	5	1
CC(C)Sc1nc2c(c(=O)n(C)c(=O)n2C)n1C	-0.1	2.6	0.5	-1.1	0.4	-0.2	-1.7	-1	-1	1	3
CCOc1ccc(Nc2nc(N3CCCC3)nc(N3CCN(c4ccc(OC)cc4)CC3)n2)cc1	-0.6	-0.1	3.3	-0.9	0.6	-0.7	-1.3	1	-5	-3	-2
Cn1c(SCC(=O)c2ccccc2)nnc1-c1ccncc1	-0.3	-1.8	-1.6	0.2	0.0	0.1	-1.0	1	-4	1	0
CCOC(=O)N1CCN(S(=O)(=O)c2cccc3cccnc23)CC1	-0.2	2.6	1.0	-1.1	0.2	0.3	-1.3	-3	-3	1	8
CC1CCCCC12NC(=O)N(CC(=O)NCc1ccc3c(c1)OCO3)C2=O (stereo unspecified)	0.2	-0.2	-0.1	0.9	0.7	-1.1	-1.1	-3	2	-4	4
O=C(COc1ccccc1[N+](=O)[O-])N/N=C/c1ccc[nH]1	4.1	-0.8	0.0	-0.7	0.1	0.9	-1.3	-1	0	2	-2
CCOC(=O)C1CCN(C(=O)CCc2c(C)nc3ncnn3c2C)CC1	-0.3	0.6	-0.7	2.3	-0.4	-0.3	-0.6	-2	0	2	0
Cc1ccc2c(c1)c1ncn(CCC3=CCCCC3)c(=O)c1n2C	-1.4	3.2	-0.7	3.5	0.1	-0.2	-0.7	0	-1	-2	-5
COc1cc(OC)cc(C(=O)NCC(=O)OCC(=O)Nc2ncc(Cl)cc2Cl)c1	-0.4	1.7	-1.5	-0.8	0.2	0.5	-1.9	-2	-2	2	1
CC(C)N1C(=O)CCC1C(=O)NCc1ccc(F)cc1Cl (stereo unspecified)	-0.2	1.7	0.0	1.5	-0.1	0.8	-1.2	1	-1	5	3
CC(C)NC(=O)NC(=O)CSc1ncccn1	-2.6	-1.9	0.4	-1.6	-0.1	1.4	-1.5	4	0	-3	4
CC1(C(=O)N2CCCCC2)CCN1C(=O)C1(c2ccccc2)CC1 (stereo unspecified)	0.5	0.4	0.1	0.2	-0.8	/	-1.0	9	-4	3	5

Among those listed so far, these have an aryl thioether with sulfur outside any ring.
SMILES	KLK7 zymogen act	GAA850 FXN act	hgDAF12 agonist	hcDAF12 agonist	DAX1 inh-1	DAX1 inh-2	ssDAF12 agonist	sPLA2-III inh	SMARCA2 activ	NPR1 activator	GC-B act
CC(C)Sc1nc2c(c(=O)n(C)c(=O)n2C)n1C	-0.1	2.6	0.5	-1.1	0.4	-0.2	-1.7	-1	-1	1	3
Cn1c(SCC(=O)c2ccccc2)nnc1-c1ccncc1	-0.3	-1.8	-1.6	0.2	0.0	0.1	-1.0	1	-4	1	0
CC(C)NC(=O)NC(=O)CSc1ncccn1	-2.6	-1.9	0.4	-1.6	-0.1	1.4	-1.5	4	0	-3	4

Other results.
SMILES	KLK7 zymogen act	GAA850 FXN act	hgDAF12 agonist	hcDAF12 agonist	DAX1 inh-1	DAX1 inh-2	ssDAF12 agonist	sPLA2-III inh	SMARCA2 activ	NPR1 activator	GC-B act
CC(C)C(c1nnnn1Cc1ccco1)N1CCN(c2nc3ccccc3s2)CC1 (stereo unspecified)	0.6	-1.6	-2.4	-1.0	-0.3	-0.6	-0.7	-11	-2	0	4
CCOC(=O)C(Cc1ccc(N)cc1)N1C(=O)c2ccccc2C1=O (stereo unspecified)	-0.7	-0.6	-1.6	-0.8	-0.7	-1.1	-2.1	16	-2	3	4
O=C(c1cccs1)N1CCN(Cc2cn[nH]c2-c2ccc(F)cc2F)CC1	0.0	-2.8	-1.7	-2.5	-2.9	-0.4	-1.3	-2	1	-1	-3
O=C(CCc1nnc(COc2ccccc2)o1)NC1(c2ccccc2)CC1	0.4	2.3	-1.2	-1.5	0.8	-1.8	-0.4	0	1	-1	2
CC(NC(=O)CNC(=O)c1ccccc1Br)c1cccs1 (stereo unspecified)	-0.3	0.2	4.3	-0.8	1.2	-1.6	-1.0	1	0	-1	-4
CCn1c(=O)c2cc(C(=O)NCCN3CCOCC3)sc2c2ccccc21	4.1	-0.1	-3.1	0.6	-1.1	1.1	-1.2	8	-1	10	9
Cc1ccc(N(CCC(=O)O)S(=O)(=O)c2cccc(C(F)(F)F)c2)cc1	0.7	-2.0	0.0	1.4	-0.1	0.8	-1.4	-10	1	5	-3
Cn1c(=O)c2c(=O)cc(NNC(=O)C(C)(C)C)[nH]c2n(C)c1=O	0.2	-2.1	2.6	-0.2	-0.2	-0.8	-1.4	8	2	2	12
C=CCn1c(N)cc(=O)nc1SC(C)C(=O)Nc1cccc2ccccc12 (stereo unspecified)	0.6	-0.8	0.7	0.2	0.2	0.3	-0.8	-15	-1	-2	5
Cc1ccc(NC(=O)CCN2C(=O)NC3(CCCC3)C2=O)c(C)c1	-0.4	-0.6	-0.6	-2.6	1.8	0.2	-1.0	16	-3	3	5
COc1cccc(-c2nc(-c3ccc(NC(=O)c4cccs4)cc3)no2)c1	-1.7	-0.6	8.1	0.9	0.6	0.3	-0.8	3	4	2	5
Cc1ccc(OCCOCCNC(C)(C)C)c([N+](=O)[O-])c1	-0.7	0.1	0.5	0.5	0.4	1.4	-0.8	18	0	-2	-11
Cc1cccc(OCc2nnc(SC(C)C(=O)Nc3ccc(N4CCOCC4)cc3)o2)c1 (stereo unspecified)	0.6	0.3	0.2	-1.0	0.0	-0.9	-0.8	-11	5	-3	0
NC(N)=N/N=C/c1ccc(OCc2ccc(Cl)cc2)cc1	-0.1	3.6	13*	-0.6	0.9	-0.7	-1.3	0	-2	2	-7
O=C(Nc1ccc(Br)c(Br)c1)C1CCCO1 (stereo unspecified)	-0.3	1.0	1.6	-0.5	-0.3	/	-0.9	-1	2	1	2
COc1ccc(C(C)=O)cc1CSC(=N)N	-0.1	2.9	0.2	0.6	2.0	2.9	-1.8	9	-4	8	0
O=C(N/N=C/c1c(O)n(Cc2ccccc2)c(=O)c2ccccc12)c1cccnc1	-1.7	-0.2	-1.4	-0.7	0.4	-0.7	-1.7	6	-4	4	-3
CCCCNC(=O)CCc1c(C)nc2c(c(C)nn2-c2ccccc2)c1C	-0.3	1.1	1.6	-2.1	-0.1	-0.2	-1.0	-3	2	-5	-8
CC1CCCCN1S(=O)(=O)c1ccc(NC(=O)c2cccs2)cc1 (stereo unspecified)	-0.2	1.4	-0.2	-1.9	-0.2	-1.7	-0.4	-3	-2	-2	4
O=C(CN1C(=O)NC2(CCCC2)C1=O)Nc1ccc(S(=O)(=O)N2CCOCC2)cc1	0.3	-1.0	-2.5	0.6	0.0	1.2	0.1	2	5	0	-1
CCC(=O)Nc1ccc(N2CCN(Cc3ccccc3F)CC2)cc1	0.3	1.8	0.8	-1.6	-4.6	0.6	-1.3	6	-2	0	5
COc1cccc(C(=O)NC(=S)Nn2cnnc2)c1OC	0.1	0.4	1.4	-0.8	0.4	-0.2	0.1	8	-3	0	3
CCn1c(=O)c(C(=O)Nc2cccnc2)c(O)c2ccccc21	-0.7	1.7	-1.2	0.4	0.8	-1.3	-1.1	6	3	4	-1
Cc1cc(NC(=O)CSCC(=O)OCC(=O)c2cccc(Br)c2)no1	-1.4	0.0	0.2	-0.3	2.4	0.6	-1.1	-3	-4	-11	-6
CN1C(=O)c2ccc(C(=O)NC3CCCCC3)cc2C1=O	0.1	1.1	2.3	-0.4	-0.5	1.6	1.0*	2	1	0	5
Cc1ccc(/C=C2/SC(=S)N(CCC(=O)NCCCN3CCOCC3)C2=O)cc1	-0.1	2.8	3.1	1.9	1.9	3.3	-0.4	-7	2	-4	-1
COc1cc(Cl)ccc1OCc1cc(C(=O)NC2CCc3ccccc32)no1 (stereo unspecified)	-0.9	2.0	2.1	5.2	0.7	0.4	-0.3	4	-1	1	1
N#C/C(=C\c1ccco1)c1nc2ccccc2s1	0.0	6.1	17*	15*	5.1*	4.1	2.5*	-6	6	1	-4
COc1ccccc1NS(=O)(=O)c1ccc2oc(SCc3ccc(C#N)cc3)nc2c1	0.6	0.2	-1.5	-0.1	0.1	0.2	-1.2	16	-3	-7	-4
COc1ccccc1CC(=O)Nc1ccc(S(=O)(=O)N2CCCCC2)cc1	-0.5	2.9	1.4	-2.1	-0.1	1.6	-0.4	-7	0	0	7
CCOc1ncccc1C(=O)Nc1nc(C(C)(C)C)cs1	-0.9	-0.9	2.1	-0.6	-0.3	1.2	-1.4	11	-2	-4	2
c1cc(-c2cn(C[C@H]3CC[C@@H]([C@@H]4CC[C@H](Cn5cc(-c6ccsc6)nn5)O4)O3)nn2)cs1	-0.1	-2.2	0.9	-1.1	0.3	1.2	-1.1	-3	0	-4	-8
COc1ccc(N(CC(=O)NCc2ccc(F)cc2)C(=O)Cn2nnc(-c3ccc(C)o3)n2)cc1OC	0.7	-1.9	-1.6	0.0	-0.2	0.4	-0.4	-9	-1	-1	-6
CNc1nc(-c2c[nH]c3ccccc23)cs1	-0.2	-0.8	-0.4	3.0	-0.8	0.1	0.1	11	0	-2	-2
CN(Cc1ccccc1)C(=O)Nc1ccc(Cl)cc1	-0.3	1.2	2.6	-0.1	0.1	/	0.4	-8	-2	-2	-6
COc1ccc(NC(=O)CN2C(=O)NC3(CC(C)CC(C)(C)C3)C2=O)cc1S(=O)(=O)N1CCCCC1 (stereo unspecified)	0.5	2.7	-2.6	-0.5	-0.3	-0.7	-1.4	-26	-1	-1	0
CCCNC(=O)N1CCCC(C(=O)c2cccc(Cl)c2)C1 (stereo unspecified)	0.1	0.5	-0.5	-2.7	-0.7	-2.7	-1.3	6	-3	7	2
Cc1nnc(SCC(=O)NC2CCS(=O)(=O)C2)n1-c1ccccc1 (stereo unspecified)	-0.1	1.9	0.2	0.6	-0.3	-0.3	-1.5	-1	2	0	-1
COC(=O)COc1ccc2oc(=O)cc(-c3cc4cccc(OC)c4o3)c2c1	-0.7	-1.2	-2.0	1.3	-0.6	0.4	-1.3	9	-1	37	16
c1cnc2nc(CSc3ncn[nH]3)cn2c1	48*	-2.8	-4.3	-0.3	0.1	2.7	-1.6	0	-3	0	2
O=C(COc1ncnc2scc(-c3ccccc3)c12)NC1CCCc2ccccc21 (stereo unspecified)	-0.5	-2.9	0.3	-2.2	0.2	1.2	-1.6	-2	-1	-2	0
Cc1nnc(SCC(=O)NC(=O)NCc2ccco2)s1	-0.1	-1.7	0.8	-1.4	2.0	-0.4	-0.9	0	-5	2	-1
